Bioassay records from PubChem BioAssay.
Mtb UGM inh: blocks M. tuberculosis UGM enzyme; P9WIQ1; purified UGM, fluorescence polarization probe displacement; inhibition, % at 10 µM; 320,000 tested, 0.06% active; in the data active means inhibition above about 10%, passing the limit was not always enough
Target sequence (P9WIQ1 whole entry, looked up): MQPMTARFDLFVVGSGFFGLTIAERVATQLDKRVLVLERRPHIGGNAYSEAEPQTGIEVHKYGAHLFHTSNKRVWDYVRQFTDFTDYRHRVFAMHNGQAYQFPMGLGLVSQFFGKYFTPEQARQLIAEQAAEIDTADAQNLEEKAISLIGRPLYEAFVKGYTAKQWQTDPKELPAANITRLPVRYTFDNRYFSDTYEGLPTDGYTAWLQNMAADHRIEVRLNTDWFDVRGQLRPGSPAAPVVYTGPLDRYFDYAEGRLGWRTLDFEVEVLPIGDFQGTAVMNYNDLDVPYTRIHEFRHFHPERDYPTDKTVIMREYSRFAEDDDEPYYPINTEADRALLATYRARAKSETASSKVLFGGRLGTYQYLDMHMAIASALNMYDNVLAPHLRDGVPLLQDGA
SSB-PriA inh: inhibitors of Klebsiella pneumoniae PriA binding to SSB C-terminal tail; 430,000 tested, 0.6% active; AlphaScreen SSBct-PriA binding, biotinylated peptide; inhibition, % at 33 µM; in the data active means inhibition mostly above about 37%, no sharp cut-off; inactive means mostly below about 20%;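 further: plate controls were negative control peptide for no effect and reference peptide for full effect; strong numbers were not always called active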
VHR inh abs: inhibitors of human VHR1 phosphatase (DUSP3); inhibition, % at 13.3 µM; recombinant VHR phosphatase, pNPP absorbance; P51452; 290,000 tested, 0.52% active; in the data active means inhibition above about 50%; further: some compounds called inactive have numbers as strong as hits
Target sequence (P51452 whole entry, looked up): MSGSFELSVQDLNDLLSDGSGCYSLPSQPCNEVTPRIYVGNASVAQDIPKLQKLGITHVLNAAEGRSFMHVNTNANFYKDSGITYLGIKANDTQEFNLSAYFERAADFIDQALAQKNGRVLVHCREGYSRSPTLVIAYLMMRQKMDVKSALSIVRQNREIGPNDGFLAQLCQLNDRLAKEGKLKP
FBA Mtb inh: inhibitors of M. tuberculosis fructose-bisphosphate aldolase | purified M. tuberculosis FBA, fluorescence read-out | inhibition, % at 1 µM | 360,000 tested, 2.3% active | AID 588726 | P9WQA3; in the data active means inhibition above about 27%;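 further: 0% = vehicle and 100% = reference inhibitor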
BH1578 lux ind: quorum light induction in luxS cqsA deficient V. cholerae; activation, % at 18.7 µM; 350,000 tested, 0.16% active; AID 588436; V. cholerae BH1578 lux reporter, luminescence, 6 h; in the data active means activation mostly above about 9.7%, no sharp cut-off; further: not every result past the cut was called active; inactives centre near 0; reference of the scale not given here
GDH-TPI inh: counter-screen for M. tuberculosis FBA inhibitors: GDH-TPI coupled enzymes; GDH-TPI coupled enzyme counterscreen, NADH absorbance; inhibition, % at 4.8 µM; 360,000 tested, 1.2% active; AID 588335; in the data active means inhibition above about 30%;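 further: 0% = DMSO wells and 100% = wells lacking the enzyme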
Mtb BioA inh: blocks M. tuberculosis BioA enzyme activity. purified M. tuberculosis BioA enzyme, plate reader. 360,000 tested, 0.096% active. inhibition, % at 9.99 µM; in the data active means inhibition above about 40%
MazEF act: MazEF (E. coli) toxin RNase activation; activation, % at 20 µM; 350,000 tested, 0.32% active; P0AE70; FAM/BHQ RNA-DNA oligo cleavage fluorescence, 5 h; AID 504720; in the data active means activation above about 50%
Target sequence (P0AE70 whole entry, looked up): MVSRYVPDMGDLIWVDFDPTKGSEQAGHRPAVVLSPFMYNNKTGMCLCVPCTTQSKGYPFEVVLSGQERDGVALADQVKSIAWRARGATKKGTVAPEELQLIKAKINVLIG
3CLpro inhibitor: SARS-CoV 3CLpro protease inhibition; AID 1706; inhibition, % at 6 µM; P0C6X7; 290,000 tested, 0.14% active; recombinant SARS-CoV 3CLpro, quenched FRET peptide cleavage; in the data active means inhibition above about 12%
Rv3671c inh: Rv3671c (M. tuberculosis) protease inhibition; inhibition, % at 5.96 µM; 320,000 tested, 0.048% active; P9WHR9; in the data active means inhibition above about 38%;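 further: extracellular domain of Rv3671c used as enzyme; 0% = enzyme with DMSO and 100% = no enzyme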
Active calls of the source: *; i = inactive; . = no result given; & = joins results of further samples. Only part of the results is shown, so the mix of outcomes need not match the whole.

No.	structure	Mtb UGM inh	SSB-PriA inh	VHR inh abs	FBA Mtb inh	BH1578 lux ind
1	CCOc1ccc(C2C(C(=O)c3ccc(C)o3)=C(O)C(=O)N2CCN2CCOCC2)cc1OC (centres undefined)	-0.8	-3	38	-2	-0.4
2	CC1(C(=O)NS(=O)(=O)c2cccc(Cl)c2)CCN1C(=O)CCc1ccc(Cl)cc1Cl (centres undefined)	.	.	.	0	-0.2
3	COc1ccc(NC(=O)CN(C)C(=O)C2=COCCO2)cc1	-4.2	-7	.	0	i
4	O=C(NCCc1nc2ccccc2[nH]1)c1ccco1	-3.3	-22	36	-3	-2.9
5	Cc1c(C(=O)NCCSCc2ccccc2Cl)cccc1[N+](=O)[O-]	4.7	-12	16	3	3.8
6	Cc1oc(C(C)(C)C)cc1C(=O)Nc1cccc(/C=C/C(=O)O)c1	-0.3	-2	10	4	i
7	O=C(NCc1ccncc1)c1cccc(S(=O)(=O)NCc2ccccc2)c1	-0.3	-4	-2	-2	i
8	O=C1NC(=O)C2(CCC(C3CCCCC3)CC2)N1 (centres undefined)	.	-1	.	-2	i
9	COCCCNC(=O)C1CC(=O)N(CCc2ccc(OC)c(OC)c2)C1 (centres undefined)	2.0	1	34	-2	i
10	C[C@H](CO)N1C[C@H](C)[C@@H](CN(C)S(=O)(=O)c2cn(C)cn2)Oc2ccc(NC(=O)C3CC3)cc2C1=O	-3.1	5	.	-1	-0.6
11	O=C(/C=C/c1ccc(Cl)cc1)NCCCn1ccnc1	1.5	3	0	6	1.8
12	O=C1CC(/C=C/c2ccco2)=Nc2ccccc2N1	-0.5	-10	0	-1	-0.3

No.	GDH-TPI inh	Mtb BioA inh	MazEF act	3CLpro inhibitor	Rv3671c inh
1	8	.	-16	-1	6
2	14	0.1	.	.	.
3	3	-0.9	0	.	4
4	-8	-0.3	7	-6	-2
5	-8	0.7	-2	5	1
6	9	-0.6	-2	-3	1
7	0	0.3	-3	4	-3
8	-5	-0.1	6	.	.
9	10	-1.5	2	-1	-4
10	0	-0.4&-3.8	3	.	5
11	-3	-0.6	5	-1	-5
12	15	-2.1	0	-4	4

Following part:
No.	structure	Mtb UGM inh	SSB-PriA inh	VHR inh abs	FBA Mtb inh	BH1578 lux ind
13	CN(Cc1cccs1)C(=O)C1CC(=O)N(Cc2ccccc2)C1 (centres undefined)	0.2	-9	.	4	i
14	O=C(NCC1CCCO1)C1CCCN(S(=O)(=O)c2cc(Cl)ccc2Cl)C1 (centres undefined)	0.6	-20	-7	0	i
15	CC(C)(C)c1ccc(S(=O)(=O)N2CCc3nc4ccccc4c(C(=O)O)c3C2)cc1	0.2	1	-25	8	i
16	COc1cc(C)c2c(c1OC)C(=O)CC2	.	-3	.	3	0.8
17	O=C(Cn1nnc(-c2ccccc2-n2cnnn2)n1)N1CCCCC1	1.9	-4	13	-2	i
18	O=C(CN1CCc2ccccc2C1)N1CCN(S(=O)(=O)c2ccccc2)CC1	-1.2	2	-1	7	i
19	Cc1csc(NC(=O)NC2(C(F)(F)F)Oc3ccccc3O2)n1	-0.3	-15	-2	-2	i
20	COc1ccc(C(O)c2nc(-c3cc(F)cc(Cl)c3)cs2)cc1 (centres undefined)	.	.	.	-4	i
21	C[C@H](NC(=O)c1nc[nH]c1C(=O)N[C@@H](C)C(=O)OCc1ccccc1)C(=O)OCc1ccccc1	-0.8	-11	28	5	i
22	NC(=O)[C@H]1CC2(CC(c3cccc(NC(=O)[C@H]4CCC(=O)N4)c3)=NO2)CN1C(=O)c1ccccc1 (some centres undefined)	-0.8	3	22	1	6.7
23	COc1ccc(NC(=O)c2ccc(-n3cnnn3)cc2)c([N+](=O)[O-])c1	4.3	-2	7	3	-0.2
24	O=C(c1cc([N+](=O)[O-])ccc1N1CCOCC1)N1CCOCC1	-0.4	-6	-4	-3	i

No.	GDH-TPI inh	Mtb BioA inh	MazEF act	3CLpro inhibitor	Rv3671c inh
13	-4	.	-5	.	2
14	4	0.4	1	-1	-7
15	10	-2.2	7	2	-3
16	-1	.	11	.	.
17	-2	.	4	1	0
18	-8	-0.3	3	-3	7
19	-12	-3.8	1	3	-5
20	0	1.7	.	.	.
21	14	0.1	5	2	-7
22	-10	0.3	0	.	12
23	11	-5.7	-12	4	-6
24	19	-0.7	4	0	-1

The final three entries of the section above are carried over, then new ones follow:
No.	structure	Mtb UGM inh	SSB-PriA inh	VHR inh abs	FBA Mtb inh	BH1578 lux ind
22	NC(=O)[C@H]1CC2(CC(c3cccc(NC(=O)[C@H]4CCC(=O)N4)c3)=NO2)CN1C(=O)c1ccccc1 (some centres undefined)	-0.8	3	22	1	6.7
23	COc1ccc(NC(=O)c2ccc(-n3cnnn3)cc2)c([N+](=O)[O-])c1	4.3	-2	7	3	-0.2
24	O=C(c1cc([N+](=O)[O-])ccc1N1CCOCC1)N1CCOCC1	-0.4	-6	-4	-3	i
25	Cc1cc2cc(CN(CCN(C)C)C(=S)NCc3ccco3)c(=O)[nH]c2cc1C	0.5	5	9	5	-0.2
26	CCC(=NCCc1ccc(OC)c(OC)c1)c1ccccc1O	2.8	4	11	-1	i
27	CCOc1cc(S(=O)(=O)N2CCN(S(=O)(=O)CC)CC2)c(OCC)cc1-n1cnnn1	-3.0	-5	11	9	-0.3
28	Cc1ccc(OCc2cc(C(=O)NCc3cn4ccccc4n3)no2)cc1C	1.3	-4	-2	-1	0.5
29	COc1ccc(N2C(=O)C(Cc3ccccc3)NC2=S)cc1 (centres undefined)	-1.9	-9	-22	-2	-0.2
30	COc1cccc(-n2c(N)cc(=O)nc2SCC(=O)Nc2cc(C)on2)c1	3.1	-6&8	2	4	0.5
31	CC(C)C[C@H](NC(=O)c1nc[nH]c1C(=O)NCCCCCN)C(=O)OCc1ccccc1	0.7	-12	.	0	i
32	O=C(CN1CCN(S(=O)(=O)c2ccc(Cl)c(C(F)(F)F)c2)CC1)NC(=O)NC1CCCCC1	.	7	.	-3	-6.2
33	Cc1cc(NS(=O)(=O)c2ccc(NC(=O)COc3ccccc3C(C)C)cc2)no1	-0.8	-6	15	5	-0.3
34	COc1cccc(OC)c1C(=O)OCC(=O)NCCNC(=O)COC(=O)c1c(OC)cccc1OC	.	.	.	-2	-0.3
35	CS(=O)c1ccccc1O (centres undefined)	1.2	8	24	-7	0.5
36	O=[N+]([O-])c1ccc(N=Nc2ccc(O)c3ccccc23)cc1	.	15	.	2	-1.7

No.	GDH-TPI inh	Mtb BioA inh	MazEF act	3CLpro inhibitor	Rv3671c inh
22	-10	0.3	0	.	12
23	11	-5.7	-12	4	-6
24	19	-0.7	4	0	-1
25	18	.	3	5	0
26	16	6.0	-19	-2	2
27	1	-0.6	11	-3	-11
28	2	0.4	10	-2	-2
29	1	.	-8	4	1
30	-7	5.1	2	2	7
31	9	8.2	2	.	3
32	-2	-0.8	1	.	.
33	-4	1.4	-12	6	1
34	4	9.2	9	.	.
35	-1	-0.7	4	6	-2
36	6	-1.0	-12	.	.

The list continues.
No.	structure	Mtb UGM inh	SSB-PriA inh	VHR inh abs	FBA Mtb inh	BH1578 lux ind
37	O=C(CCC(=O)N(CC(=O)NC1CCCCC1)Cc1ccccc1)Nc1nccs1	-0.4	7	-11	2	-4.4
38	CCOC(=O)C(=CNc1nc2ccc(C(=O)OCC)cc2s1)C(=O)OCC	1.8	-5	23	1	1.5
39	CCCn1c(N2CCN(C(=O)/C=C/C(=O)O)CC2)nc2ccccc21	-1.5	4	-18	0	0.7
40	O=C1c2ccccc2C(=O)N1CCOc1ccccc1Br	-2.9	-15	-2	-2	i
41	O=C(c1cn(-c2ccc(Cl)c(Cl)c2)nn1)C1CC1	1.4	7	20	5	3.0
42	CCOC(=O)c1c(CSCc2ccccc2)oc2ccc(O)c(CN(C)C)c12	-1.2	-6	30	6	-0.3
43	COc1cc(OC)cc(OCC(O)Cn2ccnc2)c1 (centres undefined)	0.0	-11	45	0	i
44	CC1(C(=O)NS(=O)(=O)c2cccc(Cl)c2)CCN1C(=O)Cc1ccsc1 (centres undefined)	.	.	.	0	i
45	Cc1ccsc1C(=O)OCC(=O)N1CC(=O)Nc2ccccc21	4.5	-13	22	-4	14
46	CCc1nnc(NC(=O)C2CCCN(S(=O)(=O)c3ccc(OC)cc3)C2)s1 (centres undefined)	3.3	-2	26	-1	-0.3
47	O=c1cc(COc2ccccc2[N+](=O)[O-])nc2sccn12	3.0	-6	-15	.	.
48	CCCCc1nn(-c2cc(Cl)ccc2OC)c2c1C(=O)CCC2	2.8	-28	4	5	-0.3

No.	GDH-TPI inh	Mtb BioA inh	MazEF act	3CLpro inhibitor	Rv3671c inh
37	-1	-0.1	5	4	0
38	-8	-0.5	-13	2	4
39	-4	-0.4	4	-1	-5
40	1	-1.0	-9	3	5
41	4	0.1	1	-3	1
42	10	4.2	20	1	-3
43	10	.	4	4	-2
44	-4	-1.3	.	.	.
45	3	-1.7	0	-1	-1
46	-2	-1.0	2	1	3
47	.	.	-1	-1	2
48	2	1.3	2	-2	7

Going on with the list.
No.	structure	Mtb UGM inh	SSB-PriA inh	VHR inh abs	FBA Mtb inh	BH1578 lux ind
49	COC(=O)c1ccc(NCCc2csc(-c3ccc(C)cc3)n2)c([N+](=O)[O-])c1	1.2	12	6	2	-0.7
50	Cc1ccccc1-n1c(C)n[nH]c1=S	0.0	-10	32	-1	i
51	CC(C)C(NC(=O)Nc1ccccc1)C(=O)Nc1cccc(S(=O)(=O)N(C)C)c1 (centres undefined)	-5.2	-2	6	2	-0.4
52	Cc1ccccc1S(=O)(=O)NC(=O)C1(C)CCN1C(=O)CCc1ccccc1 (centres undefined)	.	.	.	-1	-4.5
53	COc1ccc(C[C@H]2CN3C(=NC[C@H]3C)N2CCNC(=O)CCC2CCCCC2)cc1	-0.1	0	7	0	i
54	O=c1ccc(Oc2nc(N3CCOCC3)nc(N3CCOCC3)n2)nn1-c1ccccc1	0.0	-7	0	3	i
55	O=S(=O)(c1ccccc1)c1nc(-c2ccco2)oc1NCc1cccnc1	0.1	-10	25	1	-0.6
56	Cc1ccc(NC(=O)CN2CCC(NC(=O)Cc3ccccc3)CC2)c(C)c1	0.4	-15	17	-2	-0.4

No.	GDH-TPI inh	Mtb BioA inh	MazEF act	3CLpro inhibitor	Rv3671c inh
49	3	-1.0	-29	-5	-4
50	2	-0.8	-12	1	5
51	1	0.7	-29	0	-1
52	6	-0.6	.	.	.
53	2	0.3	14	4	2
54	-4	.	6	-1	-5
55	19	6.3	-4	1	-3
56	3	-1.2	-1	0	-1
